# D1 PAM: human D1 dopamine receptor positive modulation; P21728; HEK293 TREx D1 cells, calcium flux, dopamine EC20 potentiation; potentiation, % at 10 µM; 360,000 compounds, 0.036% hits; in the data active = potentiation above about 30%; also: 0% is about no effect
# Target sequence (P21728 whole entry, looked up): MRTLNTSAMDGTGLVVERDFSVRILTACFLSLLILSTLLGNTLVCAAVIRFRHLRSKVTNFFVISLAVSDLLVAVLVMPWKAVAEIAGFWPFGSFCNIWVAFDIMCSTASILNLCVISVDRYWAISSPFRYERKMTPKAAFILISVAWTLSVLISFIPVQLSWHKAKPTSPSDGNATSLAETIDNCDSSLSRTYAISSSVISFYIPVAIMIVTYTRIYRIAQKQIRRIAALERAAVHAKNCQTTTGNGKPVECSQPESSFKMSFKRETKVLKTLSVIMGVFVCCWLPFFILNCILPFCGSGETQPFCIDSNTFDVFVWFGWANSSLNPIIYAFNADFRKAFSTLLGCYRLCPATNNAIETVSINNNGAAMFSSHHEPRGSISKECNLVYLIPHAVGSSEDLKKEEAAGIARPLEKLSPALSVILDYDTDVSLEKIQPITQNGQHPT
# D2 PAM: positive allosteric modulators of human D2 dopamine receptor. P14416. HEK293 T-REx D2, calcium flux, EC20 dopamine potentiation. potentiation, % at 10 µM. 340,000 compounds, 0.34% hits;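 active = potentiation over 3 SD above the plate norm, cut at about 30% in these data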; also: 0% is about no effect
#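 Using a no-wash calcium dye in inducible, force-coupled HEK293 Trex cells expressing D2, we tracked fluorescence each second for 180 s after compound, then for 180 s after EC20 dopamine to detect augmented signalling.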
# Glioma ERSR ind: inducers of ER stress response in human glioma cells. U87-MG GRP78 promoter luciferase reporter, 16 h. Potency, µM, without a hit: top-dose activation, most hits filed as activators. 420,000 compounds, 0.02% hits. AID 602332; also: potency is read from the fitted curve at half-maximal effect; series mostly up to about 76 µM; % of control where 0% means no effect; nearly all actives have a fitted effect of over 35% in size
#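 Stably transfected U87-MG human glioma cells carrying a GRP78-based luminescent sensor were seeded at 1000 cells/well, pin-dosed with compounds and incubated 16 h. Luciferase reagent was then added, and end-point luminescence was read after 10 min at room temperature.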
# Vif-A3G inh: inhibitors of Vif-APOBEC3G interaction; Q9HC16; HeLa A3G-eYFP + Vif (tagged APOBEC3G with the HIV-1 protein that degrades it), YFP fluorescence, overnight; Potency, µM (top dose mostly 46.1 µM), without a hit: at the top dose activity, negative = active, actives largely listed as inhibitors; 410,000 compounds, 0.076% hits; AID 602310;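 also: potency is read from the fitted curve at half-maximal effect; % is scaled to controls: 0 for no effect and ±100 for the full control effect; nearly all actives have a fitted effect of over 60% in size; hits raise eYFP signal because A3G escapes Vif-driven loss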
# Target sequence (Q9HC16 whole entry, looked up): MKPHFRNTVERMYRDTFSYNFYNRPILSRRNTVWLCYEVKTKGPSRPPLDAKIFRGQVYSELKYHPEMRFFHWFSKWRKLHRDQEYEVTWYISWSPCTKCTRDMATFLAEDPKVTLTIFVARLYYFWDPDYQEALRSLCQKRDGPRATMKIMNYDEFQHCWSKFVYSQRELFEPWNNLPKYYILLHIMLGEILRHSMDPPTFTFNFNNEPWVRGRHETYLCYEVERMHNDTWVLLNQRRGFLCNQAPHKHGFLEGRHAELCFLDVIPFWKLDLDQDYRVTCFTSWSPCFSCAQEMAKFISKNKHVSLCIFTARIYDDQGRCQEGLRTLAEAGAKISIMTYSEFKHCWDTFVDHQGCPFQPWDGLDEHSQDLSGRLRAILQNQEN
#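 Read-out is eYFP fluorescence (Ex 488/Em 500-530) from Vif-expressing HeLa A3G-eYFP cells; more signal means A3G escaped Vif-mediated degradation. Cells plated overnight, compound pinned in, incubated overnight at 37 deg C.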
# D1 antagonist: human D1 dopamine receptor antagonism | activity change, negative = inhibition, % at 10 µM | HEK293 TREx D1 cells, calcium flux, dopamine EC80; active compounds read low | P21728 | 360,000 compounds, 3.2% hits; in the data active = activity change below about -30%; also: % is scaled to controls: 0 for no effect and ±100 for the full control effect
#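 Kinetic fluorescence of a calcium dye serves as the read-out. D1-expressing Hek293 Trex cells, induced overnight at 30 C, are exposed to compound for 180 s before an EC80 dopamine addition, then read 180 s further.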
# Vif-APOBEC3F blk: inhibitors of Vif-A3F interaction; Potency, µM (highest dose often 46.1 µM), for the others: top-dose activity, negative = active; HeLa A3F-eYFP + Vif (tagged APOBEC3F with the HIV-1 protein that degrades it), YFP fluorescence increase; 390,000 compounds, 0.2% hits; also: potency is read from the fitted curve at half-maximal effect; % of control where 0% means no effect; nearly all actives have a fitted effect of over 65% in size
#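 HeLa cells stably expressing A3F-eYFP plus Vif, plated and incubated overnight at 37 deg C, then exposed to compounds overnight at 37 deg C. Blocked degradation read as raised yellow fluorescence (Ex 488/Em 500-530).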
# D1 agonist: human D1 receptor agonism | P21728 | HEK293 T-REx D1 cells, calcium flux, agonist mode | activation, % at 2 µM | 360,000 compounds, 1% hits | AID 504660; in the data active = activation above about 30%; also: 0% is about no effect
#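 Inducible HEK293 T-REx D1 cells, force-coupled to calcium signalling, were plated at 4000 cells/well with tetracycline and held overnight at 30 C. After no-wash calcium dye loading, compound-evoked calcium rise over 180 s flagged agonists.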
# RXFP1 antagonist: antagonists of human relaxin receptor RXFP1; Q9HBX9; HEK293-RXFP1, relaxin-stimulated cAMP HTRF, 30 min; active compounds read low; activity change, negative = inhibition, % at 57.5 µM; 350,000 compounds, 0.59% hits; AID 1259400;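 active = activity change of -60% or lower, but not beyond a set lower limit; inconclusive = change between -60% and -40%, or beyond the set limit; inactive = change above -40%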; also: % is scaled to controls: 0 for no effect and ±100 for the full control effect
# RXFP1 agonist: agonists of human relaxin receptor RXFP1. HEK293T-RXFP1 cAMP TR-FRET, 30 min; response scale: percent of porcine relaxin response, buffer zero. Potency, µM (top dose mostly 57.5 µM), without a hit: at the highest dose activation, hits mostly activators. 370,000 compounds, 0.3% hits. AID 2676; also: potency is read from the fitted curve at half-maximal effect; % is scaled to controls: 0 for no effect and ±100 for the full control effect; nearly all actives have a fitted effect of over 60% in size; many of its hits are not listed in these tables
#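 HEK293T cells stably expressing RXFP1 were pretreated with the PDE4 inhibitor Ro 20174, exposed to compounds for 30 min at 37C, lysed, and cAMP was read by TR-FRET. Data normalized to buffer (basal) and 29 nM porcine relaxin (100%).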
# Numbers without * were called inactive; ? = inconclusive; . = no result given. Unless noted, calls follow the shape of the dose curve; as a rule, active = well fitted curve in the direction sought with a large enough effect; inconclusive = small, poorly fitted or top-dose-only effect, or another doubt; inactive = no such curve, though single readings can be large; an effect the other way counts as inactive or inconclusive. Some of the compounds tested (hit frequency here may not be typical).
SMILES,D1 PAM,D2 PAM,Glioma ERSR ind,Vif-A3G inh,D1 antagonist,Vif-APOBEC3F blk,D1 agonist,RXFP1 antagonist,RXFP1 agonist
O=C1c2ccccc2NC(c2ccccn2)N1NS(=O)(=O)c1ccccc1 (stereo not given),-10.8,-2.1,-3.9%,0.1%,4.6,7.9%,-0.5,2.9,3.2%
C/C(=N\NC(=O)c1cc(-c2cccnc2)nc2ccccc12)c1ccc(O)cc1O,-1.6,-13.8,-4.0%,-24.1%,10.4,-2.4%,5.2,.,-1.4%
CC1CCCN(C(=O)C2CCN(S(=O)(=O)c3ccc4c(c3)CC(C)N4C(=O)C3CC3)CC2)C1 (stereo not given),2.0,-20.9,-3.0%,3.6%,15.7,?,7.1,-12.4,0.5%
Cc1nnc(SCC(=O)NNC(=O)CC#N)[nH]c1=O,-7.5,16.8,-4.2%,-2.2%,12.6,0.3%,-0.8,-12.9,4.2%
COc1ccc(Nc2nc(-c3ccccc3)cs2)cc1,-4.9,0.0,3.9%,-0.3%,-9.6,-19.4%,2.2,10.8,0.7%
O=c1c(Cc2ccc(F)cc2)c(O)ccn1CCc1cnc[nH]1,-8.9,2.0,-4.1%,-0.2%,-0.2,-1.2%,4.9,10.7,1.5%
CCN(CC(=O)NC1CCS(=O)(=O)C1)C(=O)/C=C/c1cccs1 (stereo not given),3.8,-1.5,4.0%,1.5%,-19.4,3.0%,2.8,3.7,0.2%
O=C(Cc1cccs1)NCc1cccc(Cl)c1,-8.6,5.9,2.9%,0.8%,3.8,2.8%,2.2,2.1,1.1%
COc1cccc(C(=O)NC2CC(C)(C)Cc3c2cnn3-c2cccc(F)c2)c1OC (stereo not given),-6.4,10.5,-1.8%,-4.4%,-22.7,-4.0%,7.5,3.1,0.5%
Cc1ccc(C)c(-n2c(Cc3cc(=O)[nH]c(=O)[nH]3)nnc2SCC(=O)NCC2CCCO2)c1 (stereo not given),-7.3,-0.1,-3.3%,-12.0%,-9.3,-0.3%,4.5,-10.4,2.7%
COc1ccc(N2C(=O)C(Cl)=C(N3CCN(Cc4ccccc4)CC3)C2=O)cc1,-11.7,.,-7.7%,1.8%,-16.0,-9.0%,-3.3,1.3,-0.1%
CCCCNC(=O)C1CCC(CNc2nc(=S)[nH]c3ccccc23)CC1 (stereo not given),-3.4,.,-3.2%,-2.8%,8.6,-10.2%,0.3,-26.4,8.4%
COc1ccc(C(=O)C[n+]2ccc3c(c2)nnn3-c2ccccc2)cc1,-4.8,-8.2,-2.3%,-13.1%,-4.6,-27.0%,1.8,0.0,4.0%
CCc1c(C)sc(NC(=O)/C=C/c2ccc3c(c2)OCO3)c1C(=O)OC,5.2,13.3,-2.6%,-4.2%,3.0,-24.5%,2.8,-4.1,0.1%
Cc1cccc(NC(=O)C2CC(=O)OC23CCCCC3)c1 (stereo not given),-2.5,-8.3,-2.3%,1.1%,-7.7,-4.2%,-1.0,-5.8,-0.5%

# Of the compounds above, these contain a Cl atom:
SMILES,D1 PAM,D2 PAM,Glioma ERSR ind,Vif-A3G inh,D1 antagonist,Vif-APOBEC3F blk,D1 agonist,RXFP1 antagonist,RXFP1 agonist
O=C(Cc1cccs1)NCc1cccc(Cl)c1,-8.6,5.9,2.9%,0.8%,3.8,2.8%,2.2,2.1,1.1%
COc1ccc(N2C(=O)C(Cl)=C(N3CCN(Cc4ccccc4)CC3)C2=O)cc1,-11.7,.,-7.7%,1.8%,-16.0,-9.0%,-3.3,1.3,-0.1%

# Next compounds:
SMILES,D1 PAM,D2 PAM,Glioma ERSR ind,Vif-A3G inh,D1 antagonist,Vif-APOBEC3F blk,D1 agonist,RXFP1 antagonist,RXFP1 agonist
COc1ccc(N2CCN(c3ncnc4c3cnn4-c3ccc(C)cc3C)CC2)cc1,-2.2,5.7,-3.2%,4.3%,-9.1,-21.4%,-1.2,1.2,0.2%
CCc1nc(Nc2cccc(OC)c2)c2oc3ccccc3c2n1,0.3,-0.1,-4.8%,-4.8%,6.4,-17.0%,3.4,-18.2,-1.1%
c1ccc(Cn2nnc3ccccc32)cc1,4.0,7.4,-0.9%,2.1%,-1.2,2.5%,8.4,-9.2,-1.3%
CC(Oc1ccccc1Cl)C(=O)Nc1ccccc1C(=O)N1CCOCC1 (stereo not given),1.3,.,-3.3%,1.5%,2.2,-6.8%,2.1,-3.1,0.8%
COc1cc(/C=C/C(=O)O)cc(S(=O)(=O)NNC(=O)c2cc(C)oc2C)c1OC,.,.,-1.2%,2.2%,.,-12.1%,.,-25.2,.
COC(=O)c1cc(S(=O)(=O)NCc2cccs2)c[nH]1,-6.5,-3.5,-0.2%,2.3%,-18.9,-0.1%,2.4,-3.4,9.7%
O=C(CCS(=O)(=O)c1ccc(Cl)cc1)Nc1cccc(S(=O)(=O)N2CCCCCC2)c1,.,.,-4.5%,0.2%,.,-44.8%,.,6.1,.
CCCCN(CCCNC(=O)c1ccc(CS(=O)(=O)c2ccc(OC)cc2)o1)Cc1ccccc1,12.5,-11.8,0.3%,-2.6%,-11.5,-11.4%,-0.7,-2.0,-0.2%
COc1ccc2[nH]c3c(c2c1)CCN1C(=O)N([C@@H](C)C(=O)NCc2ccccc2OC)C(=O)[C@]31C,-2.6,-7.8,-2.1%,0.9%,1.7,-5.2%,-0.8,.,1.8%
Cc1ccc2nc(/C(C#N)=C/c3cccc(Br)c3)[nH]c2c1,-4.6,-15.3,1.6%,-15.1%,-2.4,?,3.2,-20.6,?
COc1ccccc1CC(=O)Nc1cccc(C(=O)NN2C(=O)c3ccccc3C2=O)c1,-6.0,8.2,-3.2%,1.6%,11.3,0.0%,-0.2,0.5,0.5%
CCCCC(NC(=O)Cc1c(C)c2cc3c(C)c(C)oc3c(C)c2oc1=O)C(=O)O (stereo not given),-6.2,7.4,1.9%,-4.6%,10.9,0.1%,1.0,9.5,14.0%
NC(=S)NNc1cc(Cl)cc(Cl)c1,1.2,-4.7,-5.3%,2.2%,-3.4,3.7%,1.0,-0.8,0.6%
CCCN(c1c(C)n(C)n(-c2ccccc2)c1=O)S(=O)(=O)c1ccc(C)cc1,-0.7,15.0,-5.5%,2.2%,-1.1,3.0%,-3.0,-8.7,-2.0%
CCOC(=O)c1cc(S(=O)(=O)Nc2ccc(OC(F)(F)F)cc2)[nH]n1,-0.7,14.8,-2.5%,-1.7%,-14.1,-7.8%,4.3,.,0.5%
CN1C(=S)NC(C)(C)CC1(C)c1ccc(O)cc1O (stereo not given),-2.1,-3.1,-3.0%,-2.5%,4.5,1.5%,8.2,.,4.2%
CS(=O)(=O)N(CC(=O)N1CCCC1)Cc1ccc(Cl)cc1,-4.3,6.8,-2.4%,1.6%,-0.7,-0.5%,1.5,10.3,2.3%
O=S(=O)(c1ccc(F)cc1)N1CCN(CC(O)COCc2ccccc2)CC1 (stereo not given),.,.,-1.6%,0.2%,.,0.1%,.,0.2,.
O=C(CCN1CCCO1)N1CCCC(N2CCN(c3cccc(C(F)(F)F)c3)CC2)C1 (stereo not given),1.1,8.2,-0.7%,1.4%,7.6,?,2.2,5.8,1.9%
Cc1ccccc1Nc1c([N+](=O)[O-])ccc2nonc12,2.7,1.8,-3.1%,2.8%,13.2,22.5%,1.4,-1.0,0.3%
COc1cc(C(=O)OCC(=O)c2ccc(S(=O)(=O)N3CCCCC3)cc2)cc(OC)c1OC,-1.6,4.2,-5.8%,-12.6%,-4.2,-1.9%,8.7,1.2,0.6%
Cc1ccc(NC(=O)CCC2CC(C)(C)OC2=O)cc1 (stereo not given),-2.1,.,-0.6%,11.5%,2.7,3.0%,-0.3,13.2,-1.0%
Cc1noc(C)c1COc1ccc(C(=O)OCC(=O)Nc2ccc(C(=O)N(C)C)cc2)cc1,2.5,-1.3,-1.7%,-3.5%,-10.0,-5.2%,4.3,-16.6,-0.8%
CC(=O)Nc1c(-c2cc(=O)oc3cc(C)ccc23)oc2ccccc12,1.4,0.4,-4.0%,4.5%,7.4,12.4%,0.3,7.0,0.6%
COc1cc(C(=O)OCC(=O)NC2CCCC2)cc(NC(=O)c2ccco2)c1OC,-8.0,9.3,0.8%,0.2%,-3.7,-5.2%,0.8,0.7,1.2%
C=CCn1c(SCC(=O)NC2(C#N)CCCCC2)nnc1-c1ccncc1,-0.2,3.1,6.9%,-0.5%,-5.6,0.0%,2.4,-7.9,2.0%
C=CCN(CC=C)CCCOc1ccc(Br)cc1Cl,-8.7,-7.5,3.0%,0.3%,-10.6,-19.0%,1.8,-18.8,0.2%
COc1ccc(NN=Nc2nc3c([nH]2)c(=O)n(C)c(=O)n3C)cc1,-2.3,3.6,3.3%,-4.5%,18.8,1.9%,3.8,-1.1,29.8%
COc1ccc(N(CC(=O)NC2CCCCCC2)S(=O)(=O)c2c(C)nn(C)c2C)cc1,-5.0,-9.4,-0.9%,0.8%,-13.7,?,-0.1,3.3,4.2%
Cc1c(C(=O)N2CCC(Cc3ccccc3)CC2)cccc1[N+](=O)[O-],-5.7,-6.3,-1.0%,5.5%,-3.5,-6.8%,1.9,-24.6,1.7%
CCCCNC(=O)O[C@@H]1C[C@H]2CCC(=O)N3CC[C@@H](C1)[C@@H]23,-5.3,-6.6,-3.2%,0.7%,6.7,-0.2%,0.3,.,0.5%
COc1ccc(S(=O)(=O)NCCOc2ccccc2)cc1-n1cnnn1,-2.2,.,-2.0%,1.4%,-11.0,-4.1%,-1.4,-5.6,2.6%
Cc1ccc(NC(=O)Nc2nnc(N(C)C3CCCCC3)s2)c(Cl)c1,-0.5,7.9,-1.9%,0.5%,-3.3,-0.9%,1.6,-2.1,10.0%
COc1ccc(-n2c(-c3ccc(C)cc3)cc3c2CC(C)(C)CC3=O)cc1Cl,7.3,-0.2,-3.2%,3.0%,3.7,-8.6%,1.9,-5.0,3.7%
COc1ccc(N2CC(O)=C(c3nc(-c4ccc(F)cc4)cs3)C2=N)cc1OC,-3.0,1.7,-1.4%,-10.0%,-0.6,5.1%,0.5,-15.0,-0.1%

# High-throughput results: PubChem BioAssay, National Center for Advancing Translational Sciences (NCATS)
